# CSM14.1 death rescue: protection against thapsigargin-triggered cell killing – 384-well, CSM14.1, ATP luminescence, primary screen (AID 1222); 190,000 tested, under 10 active; CSM14.1 thapsigargin-induced death rescue, ATP luminescence; higher % means a stronger effect; cellular ATP content (survival), % at 20 µM, or EC50 in µM where a hit was titrated;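 active = EC50 below 50 µM in the dose-response confirmation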;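 also: death triggered by thapsigargin at about 15 µM added after 2 h compound pretreatment; cell ATP read after overnight thapsigargin exposure of roughly 18 to 22 hours; normalized against plate controls of thapsigargin alone and 5% DMSO vehicle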
# MT stabilize HCS: microtubule stabilization, imaging screen | HeLa tubulin immunostaining HCS, 24 h; share of cells brighter than vehicle mean+2SD | % tubulin-high responders, % at 10 µM | hit rate 0.83% among 200,000;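 active = plate Z-score above 3 for both tubulin-high and condensed-nucleus cell shares, with cell loss under 80%, at 10 µM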;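 also: anti alpha tubulin signal scored within the nucleus-defined area of each cell; some results filed as inactive read as strong as hits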
# P. falciparum M17LAP: P. falciparum M17LAP inhibitors, primary screen, biochemical, fluorogenic H-Leu-NHMec substrate, 1536-well (AID 1619); hit rate 0.38% among 220,000; recombinant M17LAP, H-Leu-NHMec fluorogenic kinetic assay; higher % means a stronger effect; one-dose inhibition, % at 30 µM; IC50 in µM for titrated hits;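 active = compound inhibiting the enzyme by more than half at any dose during confirmatory dose-response retesting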;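 also: plate controls were full reaction with DMSO carrier for no effect and no enzyme background for full effect; strong numbers were not always called active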
# bCat nuc transl: alters nuclear translocation of beta-catenin in HeLa cells. AID 1665. hit rate 0.3% among 190,000. immunofluorescence imaging. nuclear translocation activity, % at 5 µM;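 active = nuclear translocation activity above 50% at 5 µM, with a well cell count of 50 or more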;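 also: per-cell ratio of nuclear to cytoplasmic median beta-catenin stain intensity; plate controls were DMSO negative control for no effect and GSK-3 inhibitor IX positive control for full effect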
#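 Technique: fluorescence imaging of beta-catenin antibody stain plus DAPI / Material: human HeLa cell line / Incubation: compound treatment 24 h, 37°C, 5% CO2 / Read-out basis: % activation of per-cell nuclear versus cytoplasmic median beta-catenin signal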
# Dynein transport: blocks dynein driven cargo transport along microtubules. z-score, hits read low. hit rate 0.47% among 220,000. 3617.4 mouse cells, GR-EGFP nuclear translocation imaging; test concentration mostly 20 µM; stimulated with dexamethasone, 1 µM; hits give low values;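 active = plate z-score of nuclear minus cytoplasmic receptor signal below a set negative limit, without overly bright fluorescence or cell loss, cut at about -3.5 in these data, passing the limit was not always enough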;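 also: z-score of nuclear minus cytoplasmic ring GR-EGFP intensity difference per well; some compounds called inactive have numbers as strong as hits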
#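 Buffer or medium: Induction medium lacking tetracycline, stripped serum | Also added: Dexamethasone agonist, 1.0 µM final, for 30 min | Timing: 48 h induction, 1 h compound, 30 min dex at 37 °C | Detection: Formaldehyde fixation, Hoechst nuclear stain, 10x automated fluorescence imaging | Measure: Nuclear versus cytoplasmic GR-EGFP signal, averaged per well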
# P. falciparum M1AAP: P. falciparum M1AAP inhibitors, biochemical, fluorogenic H-Leu-NHMec substrate, 1536-well (AID 1445). hit rate 0.42% among 220,000. one-dose inhibition, % at 30 µM; IC50 in µM for titrated hits. recombinant M1AAP, H-Leu-NHMec fluorogenic kinetic assay; higher % means a stronger effect;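 active = primary inhibition above the hit cutoff, then over 50% inhibition at one or more dose response concentrations, cut at about 23% in these data, passing the limit was not always enough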;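 also: plate controls were DMSO full reaction for no effect and no enzyme background for full effect; strong numbers were not always called active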
# K1F lysis inhibition: protection from phage-mediated lysis, alamar blue read-out – E. coli UTI89, K1F phage, bacterial capsule biogenesis inhibitors (AID 488966). inhibition, % at 100 µM; hits with a dose series show IC50 in µM. hit rate 0.02% among 340,000. E. coli UTI89 K1F phage lysis, alamar blue, 2 h; higher % means a stronger effect;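 active = phage lysis inhibition, versus mean bacterial control, above a set limit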;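 also: capsule biogenesis inhibitors block K1F phage lysis so surviving cells raise fluorescence; higher fluorescence means more inhibition of phage lysis; actives were called in the ten point dose series up to 300 µM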
# Ins promoter up: MIN6 insulin promoter up-regulation; MIN6 insulin promoter-GFP reporter, high-content imaging; hits give high values; z-score at 5 µM; hit rate 0.3% among 190,000;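 active = z-score above 3 at 5 µM with at least 500 cells counted in the well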
# Autophagy mod: modulators of autophagy. calls only at 10 µM (by protocol). hit rate 0.98% among 190,000. MEF GFP-LC3 puncta imaging; test concentration mostly 10 µM;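 active = percentage of spot-positive cells more than 3 SD above its plate mean, without a fluorescence outlier flag or 80% toxicity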;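 also: spot-positive cell cutoff set from DMSO-treated cells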
# Dynein transport cytoplasmic EGFP: recorded beside Dynein transport, whose call it bears; z-score; measured here: cytoplasmic GR-EGFP intensity; hits give high values
# Dynein transport nuclear GR-EGFP: also measured in Dynein transport; calls as there; z-score; measured here: nuclear GR-EGFP intensity;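 lower value marks the stronger effect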
# Dynein transport cell count: second read-out of Dynein transport, no call of its own (marks repeat the call); z-score; measured here: cell count per field
# Ins promoter up cell count: recorded beside Ins promoter up, whose call it bears; cell count; measured here: cytotoxicity, nuclei count;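 total cells summed across four imaged fields per well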
# bCat nuc transl cell count 5 µM: further read-out of bCat nuc transl, marked with its call; cell count; measured here: cell count, cytotoxicity flag
# MT stabilize HCS Hoechst-high %: second read-out of MT stabilize HCS, no call of its own (marks repeat the call); % Hoechst-high responders; measured here: nuclear condensation Hoechst responders;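 share of cells brighter than vehicle mean plus two SD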
# MT stabilize HCS cytotoxicity %: second read-out of MT stabilize HCS, no call of its own (marks repeat the call); toxicity, %; measured here: cytotoxicity by cell density;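 0% = mean cell density of plate MIN control wells and 100% = no cells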
# Autophagy mod cell loss 18 h: also measured in Autophagy mod; calls as there; toxicity, %; measured here: cell loss, nuclei count;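 cell loss after 18 h compound exposure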
# * = called active by the depositor; i = inactive; . = not tested or not shown; [ ] = remark or other dose. The list is partial, so the mix of outcomes need not match the whole.
SMILES,CSM14.1 death rescue,MT stabilize HCS,MT stabilize HCS Hoechst-high %,MT stabilize HCS cytotoxicity %,P. falciparum M17LAP,bCat nuc transl,bCat nuc transl cell count 5 µM,Dynein transport,Dynein transport cytoplasmic EGFP,Dynein transport nuclear GR-EGFP,Dynein transport cell count,P. falciparum M1AAP,K1F lysis inhibition,Ins promoter up,Ins promoter up cell count,Autophagy mod,Autophagy mod cell loss 18 h
CC1CCN(c2cc(Br)c([N+](=O)[O-])cc2F)CC1,.,.,.,.,0.7%,-1.2,1404,-0.13,-0.263,0.807,-0.481,7.0%,0.1%,0.22,1045,.,.
CC(C)Oc1ccc(CCN)cc1Cl,-1.7%,3.8,1.6,9.4,-1.7%,1.8,1130,-0.106,-0.233,-0.0288,0.863,-2.3%,0.3%,.,.,i,9.6
O=C(Nc1nccs1)C(Cl)(Cl)Cl,0.3%,2.0,2.9,4.4,21.1%,1.1,1026,0.525,-0.288,0.531,0.179,-1.0%,2.2%,-0.48,1212,i,5.3
CC(Cc1ccc(O)cc1)NCC(O)c1cc(O)cc(O)c1 (stereo not given),.,.,.,.,-4.4%,0.0,1115,-0.0202,-0.742,0.386,-0.523,-5.5%,0.6%,0.71,535,.,.
O=C1NC(=S)N(c2ccccc2F)C(=O)/C1=C\c1cccs1,-1.0%,3.7,2.9,4.2,8.8%,-0.8,921,-0.94,-0.046,-0.706,-0.274,18.6%,-1.2%[50 µM],-0.38,1272,i,-1.4
CCN(CC)CCN=Cc1c(O)n(CCc2ccccc2)c(=O)[nH]c1=O,-3.4%,4.7,3.7,10.7,-0.8%,.,.,-0.0937,-0.288,0.308,-0.185,8.7%,3.2%,.,.,i,0.7
C=CCn1c(O)c(C(C)=Nc2cccc(C(F)(F)F)c2)c(=O)[nH]c1=O,.,.,.,.,3.3%,-1.1,1398,1.17,-0.173,1.1,-1.2,6.7%,1.7%,.,.,.,.
N[C@@H](Cc1c[nH]c2ccccc12)c1nnc(SCc2ccccc2)o1,-2.3%,1.5,2.5,13.1,0.6%,2.2,1324,-0.169,0.338,0.0327,0.245,5.8%,0.8%,-0.44,1395,i,22.6
O=[N+]([O-])NC1=NCN(Cc2ccco2)CN1Cc1ccco1,-2.0%,3.7,2.1,2.0,7.5%,2.7,457,1.29,-0.244,0.858,-1.16,-1.0%,-3.4%,0.01,1330,i,15.5
CC1(C)C2CC=C(CN3CCC(O)CC3)C1C2 (stereo not given),-2.2%,3.1,2.4,5.3,1.9%,-0.4,1114,0.987,-0.219,0.309,-0.151,0.7%,6.3%,0.85,1241,i,1.5
O=C(N[C@H]1CP(=O)(Oc2ccccc2)O[C@H](COCc2ccccc2)[C@H]1O)C(Cl)(Cl)Cl (stereo not given in full),.,.,.,.,-2.5%,-0.5,1177,-0.639,-0.827,-0.243,0.674,-0.8%,0.2%,0.19,960,.,.
O=C1CCCN1C(=O)c1cncc(Br)c1,-1.8%,3.0,1.7,3.9,5.9%,.,.,1.31,-0.159,0.749,-0.318,7.3%,0.0%,.,.,i,2.5
COc1ccc2[nH]c(C)c(CCN3CCC(=O)C(C)C3C)c2c1 (stereo not given),-1.2%,6.1,2.0,2.9,1.9%,.,.,-0.8,0.217,-0.23,-0.556,1.7%,1.1%,0.45,1054,i,2.6
CN(C=O)CP(=O)(O)CN(C)C=O,2.7%,4.7,2.8,7.8,2.2%,-1.3,1419,0.137,-0.35,0.137,0.422,0.1%,0.3%,0.45,1501,i,-5.0
C=CCN1C(=O)NC(=O)C(CCc2ccncc2)(CCc2ccncc2)C1=O,0.7%,1.2,2.3,8.6,1.8%,-1.8,1007,-0.539,-0.272,-0.12,-0.0843,3.3%,-1.0%,-0.23,1585,i,6.3
Cc1ccc(Cc2c(C)nc3nc(SCC(=O)N4CCC5(CC4)OCCO5)nn3c2C)cc1,0.6%,1.4,1.6,7.2,11.5%,-0.7,1230,-0.581,-0.376,-0.295,-0.124,-0.6%,0.0%,.,.,i,7.2
O=c1[nH]c(=O)n(-c2cccc3ccccc23)c(O)c1C=NCCCn1ccnc1,-0.8%,3.4,2.1,4.2,-7.7%,.,.,-0.696,-0.191,-0.403,0.34,1.9%,0.5%,0.35,834,i,-6.5
O=C1NC(=O)N(c2ccccc2)C(=O)/C1=C\C=C\c1ccccc1,.,.,.,.,2.1%,-3.9,1234,-6.02*,1.11*,-2.86*,0.676*,10.2%,.,-0.02,1328,.,.
COc1cc2c(cc1OC)C(C(=O)NC(C)C)C1CCCCN1C2=O (stereo not given),.,.,.,.,20.1%,-1.7,1270,-0.161,-0.242,-0.182,1.02,-2.4%,0.3%,1.49,1140,.,.
CCOC(=O)c1c(/N=C/c2c(O)n(-c3ccc(F)cc3)c(=S)[nH]c2=O)sc2c1CCCC2,-1.7%,1.7,1.5,6.1,7.9%,-6.0,1278,0.868,0.00411,0.971,-1.4,9.6%,0.7%,0.03,880,i,-2.7
Cc1c(C(=O)O)cccc1-n1c(C)cc(/C=C2\C(=O)NC(=O)N(c3ccc4c(c3)OCO4)C2=O)c1C,0.0%,5.1,1.9,6.2,20.4%,-2.3,1021,-0.66,-0.101,-0.113,0.519,7.5%,-0.5%,0.69,1565,i,18.8
COc1cc(Br)cc(CN2CCN(C)CC2)c1O,-0.1%,6.2,6.8,11.1,7.8%,-2.6,1097,0.244,-0.244,0.168,-0.349,4.9%,-0.8%,0.55,1148,i,9.3
CC(=Nc1c(C)n(C)n(-c2ccccc2)c1=O)c1c(O)n(Cc2ccccc2)c(=O)[nH]c1=O,-1.0%,2.4,1.1,4.0,26.8%,1.0,1393,-0.686,-0.176,-1.02,-0.45,-10.1%,-0.4%,-0.33,1393,i,-1.1
CC(C)N1C(=O)NC(=O)C2(Cc3cc([N+](=O)[O-])ccc3N(C)C2c2ccccc2)C1=O (stereo not given),1.1%,6.0,2.8,10.0,11.9%,0.9,1047,-0.572,-0.247,-0.00672,0.998,7.0%,3.9%,-0.3,1601,i,10.6
COc1ccc(OC)c2c1CCC1NCCOC21 (stereo not given),0.5%,4.5,3.8,6.8,7.1%,4.3,862,-1.4,-0.279,-0.999,1.06,4.6%,-0.1%[50 µM],-0.28,1113,i,4.4
CC1=C(C(=O)Nc2ccccc2)S(=O)(=O)CCO1,.,.,.,.,-8.4%,0.3,1322,0.602,-0.25,0.903,-0.912,3.7%,0.3%,-0.04,976,.,.
O=P(OCC(F)(F)C(F)F)(N1CCCCC1)N1CCCCC1,-0.7%,2.4,2.5,15.9,0.0%,0.1,1067,-0.674,-0.269,0.284,0.918,0.8%,-0.4%,-0.38,1905,i,2.6
Cc1c(C(=O)N2CCC3(CC2)OCCO3)sc2ncnc(N(C)c3ccccc3)c12,-0.6%,3.4,2.2,17.9,3.9%,-2.0,896,-0.164,-0.246,-0.173,0.827,9.1%,0.1%,-0.82,1287,i,47.8
Cc1ccc(CNCCc2ccccc2F)cc1,-4.4%,1.9,3.8,7.2,-2.4%,-0.4,967,-0.326,-0.263,-0.261,0.544,0.5%,4.4%,0.08,1218,i,-14.9
Cc1cc(C)[n+](C2C3CC4CC(C3)CC2C4)o1 (stereo not given),0.7%,5.4,2.1,1.7,-0.9%,-0.4,1178,-0.206,-0.235,0.033,0.296,-1.0%,0.6%[50 µM],-1.15,695,i,-9.8
COc1ccc(CCC(=O)N2CCC3(CC2)OCCO3)cc1,-3.1%,1.7,2.5,6.1,-3.6%,-0.3,1165,0.202,-0.132,0.838,-1.14,0.3%,6.2%,-0.3,1259,i,3.2
COc1cc2c(cc1OC)CC[N+](C)=C2,-2.4%,1.6,1.2,7.3,2.6%,-2.3,1098,0.304,-0.298,0.326,0.549,15.5%,0.3%,-0.7,1421,i,8.5
C=CCOC(=O)C1=C(C)OC(N)=C(C#N)[C@@]12C(=O)N(CC(N)=O)c1ccccc12,0.8%,3.6,1.4,10.7,9.2%,-0.8,1194,1.26,0.409,1.57,-2.6,3.7%,7.5%,0.41,1241,i,10.6
N=Cc1c(O)n(-c2ccc(C34CC5CC(CC(C5)C3)C4)cc2)c(=O)[nH]c1=O,-1.4%,1.8,3.2,7.1,-0.3%,.,.,-0.965,0.698,-0.746,1.19,5.9%,1.8%[50 µM],1.03,1205,i,5.5
CNC(=S)N(C)CCc1cc2c(c(OC)c1/C=C1/C(=O)NC(=O)N(C)C1=O)OCO2,.,.,.,.,4.2%,-6.5,1234,-0.936,-0.19,-0.449,0.29,4.4%,0.5%,-0.17,1408,.,.
CCC(=NCc1cc(OC)cc(OC)c1)c1c(O)n(C2CCCCC2)c(=O)[nH]c1=O,.,.,.,.,-3.5%,0.4,1281,0.814,-0.178,0.214,-1.06,0.9%,-0.4%,-1.64,1128,.,.
